N370S GC = qHTS Assay for Inhibitors and Activators of N370S glucocerebrosidase as a Potential Chaperone Treatment of Gaucher Disease. Lysosomal acid glucosylceramidase (Homo sapiens), P04062. N370S GC spleen homogenate, 4MU-glucoside fluorescence. Potency, µM (series often up to 59.4 µM), for inactives: top-dose activity change, negative = inhibition, most hits filed as inhibitors. 330,000 compounds, 0.092% hits. AID 2101, 2009;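 note: 0% = full enzyme activity and -100% = no enzyme basal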
GCN5L2 inh = qHTS Assay for Inhibitors of GCN5L2 | Histone acetyltransferase KAT2A (Homo sapiens), Q92830 | GCN5L2 HAT assay, ThioGlo1 CoA-SH fluorescence | Potency, µM (highest dose often 58.9 µM), inactives show top-dose activity change, negative = inhibition, most hits filed as inhibitors | 390,000 compounds, 0.21% hits | AID 504327, 2011
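Free CoA generated was detected with ThioGlo1 (50uM) fluorescence at Ex340nm/Em540nm, read immediately and after 20 min at room temperature. Enzyme, 20 nM in HEPES pH 7.5 buffer, saw compounds 15 min before adding 75uM H3(1-25) peptide and 70uM acetyl-CoA.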
FEN1 inhibitor = qHTS Assay for the Inhibitors of Human Flap endonuclease 1 (FEN1) | AID 588795, 2011 | Potency, µM (titrated, usually from 114 µM), for inactives: top-dose activity change, negative = inhibition, usual class: inhibitors | Recombinant FEN1 flap cleavage, fluorescence, 15 min | 390,000 compounds, 0.35% hits | P39748; note: nearly all actives have a fitted effect of over 65% in size
Target sequence (P39748 whole entry, looked up): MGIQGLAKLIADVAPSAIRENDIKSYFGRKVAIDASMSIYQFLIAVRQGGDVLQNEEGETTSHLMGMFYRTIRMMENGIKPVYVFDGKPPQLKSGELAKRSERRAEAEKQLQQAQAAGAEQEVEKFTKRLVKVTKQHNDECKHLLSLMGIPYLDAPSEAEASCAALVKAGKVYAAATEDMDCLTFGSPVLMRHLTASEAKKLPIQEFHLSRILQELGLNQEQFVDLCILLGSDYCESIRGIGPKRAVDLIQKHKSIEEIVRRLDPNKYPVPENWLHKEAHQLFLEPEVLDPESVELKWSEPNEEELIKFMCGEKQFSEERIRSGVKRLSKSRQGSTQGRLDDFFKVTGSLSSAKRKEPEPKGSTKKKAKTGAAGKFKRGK
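Quantitative HTS format: each compound was titrated, incubated with 10 nM nuclease for 15 min at room temperature, then challenged with flap substrate at 50 nM final. Signal change over 15 min gave concentration–effect curves.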
Numbers without * were called inactive; ? = inconclusive; . = no result given; & = joins results of further samples; [ ] = another dose, or the depositor's remark. Calls come from the whole dose curve; as a rule, active = well fitted curve in the direction sought with a large enough effect; inconclusive = small, poorly fitted or top-dose-only effect, or another doubt; inactive = no such curve, though single readings can be large; an effect the other way counts as inactive or inconclusive. Unless noted, % is set by controls: 0 for no effect and ±100 for the full control effect; potency is the fitted concentration of half-maximal effect. Only part of the results is shown; count on the stated rates, not on these rows.

SMILES	N370S GC	GCN5L2 inh	FEN1 inhibitor
NC(=S)Nc1cnc2ccccc2c1	2%	3%	-1%
CCN(CC)S(=O)(=O)c1ccc2c(c1)c(=O)c(C(=O)NCCOC)cn2C	1%	0%	8%
COc1ccc(Cl)cc1C(=O)NNC(=S)NC1CCCCC1	-19%	1%	-7%
O=C(CCC(=O)N1CCN(S(=O)(=O)c2ccc3ccccc3c2)CC1)Nc1cc(Cl)cc(Cl)c1	-14%	-1%	1%
Cc1coc(C)c1C(=O)CC1(O)C(=O)N(CCc2ccccc2)c2ccccc21 (stereo not given)	-7%	-1%	-6%
O=C(Cn1nnc(N2CCCC2)n1)N/N=C/c1ccc(Cl)cc1	-9%	0%	-1%
C/C(=N\Nc1ccc(C)c(Cl)c1)c1cccnc1	-11%	2%	4%
Cc1cc(OCCCn2ccnc2)ccc1[N+](=O)[O-]	0%	1%	9%
Cc1ccc(NC(=O)C2CCC(CNC(=O)[C@@H]3Cc4ccccc4CN3)CC2)c(C)c1 (stereo not given in full)	-9%	-21%	13%
c1ccc(CNc2nc(N3CCN(Cc4ccccc4)CC3)nc3ccccc23)cc1	-24%	-12%	-15%
O=S(=O)(c1ccc(Br)cc1)N1CCCc2ccccc21	5%	-2%	-13%
CC(C)NC(=O)C(c1ccccc1)N1Cc2ccccc2C1=O (stereo not given)	.	-1%	-7%
O=C(N/N=C(\c1ccccc1)c1cccnc1)c1cccc(F)c1	?	-2%	-4%
Cn1c(=O)c2cn(Cc3ccc(Cl)cc3)cc2n(C)c1=O	1%	-3%	-1%
COCCn1c(COc2ccc(Cl)cc2)nnc1SCC(N)=O	-16%	-1%	-11%
COc1ccc(CNC(=O)CSc2ncnc3nc[nH]c23)cc1	-9%	-3%	8%
CCNC(=O)CN(c1ccc(C)cc1)S(=O)(=O)c1ccccc1	-5%	-1%	-6%
O=c1[nH]c2cc(NCCO)c([N+](=O)[O-])cc2[nH]1	?	-1%	-16%
CCC(=O)Nc1nc(C)c(-c2csc(Nc3ccccn3)n2)s1	-18%	-19%	?
NS(=O)(=O)c1ccc(CNC(=O)/C=C/c2c(F)cccc2Cl)cc1	6%	3%	-1%
CCC(Sc1nncn1C)C(=O)Nc1nnc(-c2ccc(Cl)cc2)s1 (stereo not given)	?	-20%	18%
O=C(CSc1nncs1)NNC(=O)c1ccccc1Br	.	-4%	3%
CCC(/C=N/NC(=O)C1COc2ccccc2O1)CC (stereo not given)	-4%	-1%	-9%
Cc1ccc(S(=O)(=O)c2nc(-c3cccs3)oc2N2CCC(C(N)=O)CC2)cc1	.	-2%	2%
O=C(O)c1cnn2c(C(F)(F)F)cc(-c3ccccc3)nc12	-2%	-5%[0.501 µM]	-6%
O=C(NC1=NCCS1)c1cc(-c2cccs2)nc2ccccc12	6%	-6%	-19%
CN(Cc1ccccc1)C(=O)c1cccc(NC(=O)c2nsc3ccccc23)c1	.	-3%	6%
CCc1ccc(NC(=O)CSc2nnc(C)c(=O)n2N)cc1	-3%	-8%	-7%
COC(=O)CNC(=O)c1cccs1	5%	.	-1%
CC1(C)Cc2cccc(OCC(=O)NCc3cccs3)c2O1	-3%	2%	0%
N#CN1CCC(NS(=O)(=O)c2ccc(C(F)(F)F)cc2)CC1	.	-2%	14%
O=C(NC1CCCCC1)c1ccc(Cn2cc(Br)cn2)o1	17%	-4%[0.501 µM]	7%
COc1ccccc1N1CCN(S(=O)(=O)CCNC(=O)COc2ccccc2F)CC1	.	-13%	-2%
Cc1cnc(C(=O)OCC(=O)NCCc2ccccc2)cn1	-15%	-2%	-3%
CCOC(=O)c1cc(C#N)c(SCC(N)=O)[nH]c1=O	5%	0%	?
CC1(C)C(c2cccs2)=[N+]([O-])C2(CCCCC/C2=N\NC(N)=O)N1O (stereo not given)	25%	2%	0%
Cc1ccccc1	-1%&0%	15%	.
CCCNC(=O)c1cc(SC)ccc1Cl	-3%	-2%	1%
CC(=O)N/C(=C/c1ccc(OC(F)F)cc1)C(=O)O	-2%	-2%	2%
O=C(NNC(=O)c1cc(OCC(F)(F)F)ccc1OCC(F)(F)F)c1ccc(Cl)c(Cl)c1	2%	-25%	3%

A section from the list above:
SMILES	N370S GC	GCN5L2 inh	FEN1 inhibitor
Cc1ccc(S(=O)(=O)c2nc(-c3cccs3)oc2N2CCC(C(N)=O)CC2)cc1	.	-2%	2%
O=C(O)c1cnn2c(C(F)(F)F)cc(-c3ccccc3)nc12	-2%	-5%[0.501 µM]	-6%

Next section:
SMILES	N370S GC	GCN5L2 inh	FEN1 inhibitor
CC(NC(=O)c1sc2ccccc2c1Cl)C1CCCO1 (stereo not given)	10%	0%	18%
O=C(COc1cccnc1[N+](=O)[O-])Nc1ccc2c(c1)OC(F)(F)O2	29%	-4%	2%
CCOC(=O)c1ccc(NC(=O)C(=O)NCC2CCCO2)cc1 (stereo not given)	6%	3%	3%
O=c1c2ccccc2nnn1CSc1nnc(Nc2ccccc2)s1	-1%	-7%	8%
COC(=O)c1ccc(NC(=O)CN2CCN(c3ccccc3C)CC2)cc1	-6%	-12%	-7%
COc1cc(C)c(NC(=S)Nc2ccc(Cl)c(Cl)c2)cc1OC	7%	?	-7%
CN(C)c1cccc(C(=O)OCCNC(=O)c2cccc(S(=O)(=O)N3CCOCC3)c2)c1	0%	-9%	3%
COc1ccc(OC)c(S(=O)(=O)N2CCN(C(=O)c3cc(C4CC4)nn3-c3ccccc3)CC2)c1	.	-7%	-19%
CCCn1c(=O)c(C(=O)NCc2cccnc2)c(O)c2ccccc21	3%	-4%	-2%
Cc1[nH]c2ccc(F)cc2c(=O)c1SC(F)(F)C(F)F	1%	-1%	-3%
O=CN1CCN(C(=O)CC(c2ccccc2)c2cc(Br)ccc2O)CC1 (stereo not given)	-2%	-1%	14%
Cc1ccc(NC(=O)CN(C)C(=O)CSc2nc3ccccc3o2)cc1	-2%	-2%	-5%
COc1ccc(C(=O)OCCN2CCOCC2)cc1OC	-1%	-2%	1%
C/C(=C\C(=S)Nc1ccccc1)Nc1ccc2ccccc2c1	1%	-6%	-7%
CCOc1ccc(Nc2nc(NCc3ccco3)nc(N)c2[N+](=O)[O-])cc1	8%	1%	-4%
COc1ccc(C2C(C(=O)c3ccco3)=C(O)C(=O)N2CCN2CCOCC2)c(OC)c1 (stereo not given)	0%	-3%	-3%
Cc1nc(C)n(C(C)CC(=O)O)n1 (stereo not given)	-14%	-1%	0%
CC(C)c1ccc(CN2CC(C(=O)O)CC2=O)cc1 (stereo not given)	.	-4%	-5%
CC(C)(C)c1ccc(/C([O-])=C(/C(=S)NCc2ccco2)[n+]2ccccc2)cc1	2%	1%	.
CCC(=O)Nn1c(C)nnc1C	0%	2%	2%
Cc1c(NC(=O)C(C)OC(=O)c2cc(Cl)ccc2O)c(=O)n(-c2ccccc2)n1C (stereo not given)	-8%	-1%	-3%
COc1ccc(C(=S)N2CCN(c3cccc(Cl)c3)CC2)c(OC)c1	-3%	-3%	0%
COc1ccc(N2CC(C(=O)NCc3ccco3)CC2=O)cc1 (stereo not given)	9%	-7%	0%
Cc1ccc(S(=O)(=O)Nc2cccc(C(=O)NC3CCN(Cc4ccccc4)CC3)c2)cc1F	-7%	-10%	-4%
Cn1nc(NC(=O)C(F)(F)F)c2ncc(-c3ccc(Cl)cc3)nc21	14%	-7%	-21%
Oc1ccc(N=Cc2ccc(O)c(O)c2)cc1	?	-11%	?
CCC(=O)N1c2ccccc2CC1C(=O)NCCCN1CCN(c2ccc(OC)cc2)CC1 (stereo not given)	.	-5%	-2%
O=C(NCc1ccc(Cl)cc1)C1CCC(CNS(=O)(=O)c2ccccc2)CC1 (stereo not given)	-6%	-3%&-4%	30%&4%
COc1cccc(NC(=O)n2nc(N)cc2-c2ccc(Cl)cc2)c1	-13%	2%	8%
CC1CCC2(CC1)NC(=O)N(Cc1nc(-c3ccccc3)no1)C2=O (stereo not given)	-3%	-10%	7%
Cc1ccc2c(c1)N(CC(=O)N1CCCCCC1)C(=O)CO2	0%	-2%	7%
COc1ccccc1C(=O)Nc1ccc2oc(-c3cccc(Cl)c3Cl)nc2c1	.	-2%	0%
COCCN(C(=O)COC(=O)C1=COCCO1)c1c(N)n(Cc2ccccc2)c(=O)[nH]c1=O	0%	-1%	-2%
NC(=O)c1cccc(S(=O)(=O)N2CC(c3ccccc3)CC2=O)c1 (stereo not given)	1%	-8%	-15%
CCC(c1nnnn1Cc1ccccc1)N1CCN(c2ccc(OC)cc2)CC1 (stereo not given)	-29%	-17%	-5%
CC(C)Nc1nc2cccnc2s1	-13%	-1%	1%
Cc1occc1C(=O)Nc1nn[nH]n1	4%	0%[0.501 µM]	-4%
CCC(C)[C@H](NC(=O)N1CCn2c1nc1ccccc12)C(=O)NCC1CCCO1 (stereo not given in full)	4%	-3%	14%
Cc1cc(C(=O)O)cc(S(=O)(=O)NNC(=O)c2cccs2)c1C	-16%	1%	9%
COc1ccc(CCNCC(=O)Nc2c(C)cc(C)cc2C)cc1OC	-2%	-1%	21%
Cc1ccc(S(=O)(=O)N2CCOCC2)cc1NC(=O)CNCc1ccccn1	-5%	-12%	-10%
COc1ccc(NC(=O)c2c(C)oc3ccc(O)c(CN4CCCCCC4)c23)cc1Cl	.	-12%	-8%
CC(NC(N)=O)C(=O)NCC(=O)OCc1ccccc1 (stereo not given)	-1%	-2%	18%
COc1cc(/C=N/NC(=O)CN(Cc2ccccc2)S(=O)(=O)c2ccc3c(c2)OCCO3)ccc1O	10%	-10%	-16%
Cc1ccc(C2=NOC(=O)/C2=C\C=C\c2ccccc2)cc1	3%	25µM*	-12%
CN(C(=O)COC(=O)c1ccc(S(=O)(=O)N2CCCC2)cc1)c1ccccc1	-3%	-4%	1%
COc1ccc2c(c1)Cc1sc(NC(=O)c3ccccc3Br)nc1-2	.	-10%	?
COc1ccccc1NC(=O)c1cc(S(=O)(=O)N2CCN(c3ccccc3Cl)CC2)ccc1F	.	2%	3%
CC(C)[C@H](NC(=O)c1ccccc1)C(=O)NC1=NCCS1	.	-7%	7%
O=C(O)c1ccc2c(c1Sc1ccccc1)C(=O)c1ccccc1C2=O	0%	-7%	.
COc1ccc(C(C)C)cc1S(=O)(=O)N1CC(C)OC(C)C1 (stereo not given)	-4%	-8%	5%
COc1ccc(CC(=O)NCCc2cnc[nH]2)cc1	-17%	2%	17%
Cn1c(C(=O)O)c(CC(=O)N2CCC(Cc3ccccc3)CC2)c2ccccc21	-19%	-1%	3%
COc1ccc(C(=O)OCC(=O)Nc2ccc(F)c(F)c2)cc1OC	-4%	0%	7%
CCn1c(SCC(=O)Nc2ccc(C)c(C)c2)nnc1-c1nonc1NC(C)=O	.	-2%	-5%
COc1ccccc1N(CC(=O)NC1CCCCC1)C(=O)CNC(=O)c1cccs1	?	-6%	9%

Among those listed so far, these contain a thiophene ring, fused or not:
SMILES	N370S GC	GCN5L2 inh	FEN1 inhibitor
Cc1ccc(S(=O)(=O)c2nc(-c3cccs3)oc2N2CCC(C(N)=O)CC2)cc1	.	-2%	2%
O=C(NC1=NCCS1)c1cc(-c2cccs2)nc2ccccc12	6%	-6%	-19%
COC(=O)CNC(=O)c1cccs1	5%	.	-1%
CC1(C)Cc2cccc(OCC(=O)NCc3cccs3)c2O1	-3%	2%	0%
CC1(C)C(c2cccs2)=[N+]([O-])C2(CCCCC/C2=N\NC(N)=O)N1O (stereo not given)	25%	2%	0%
CC(NC(=O)c1sc2ccccc2c1Cl)C1CCCO1 (stereo not given)	10%	0%	18%
Cc1cc(C(=O)O)cc(S(=O)(=O)NNC(=O)c2cccs2)c1C	-16%	1%	9%
COc1ccccc1N(CC(=O)NC1CCCCC1)C(=O)CNC(=O)c1cccs1	?	-6%	9%

Screening results from PubChem BioAssay.
